TTR transcr act = TTR transcription activators in neuroblastoma reporter cells, primary screen, cell-based, luminescence, SH-SY5Y, TTR promoter Gaussia luciferase. actives 1.3% (n = 92,000). 100% = recombinant luciferase protein wells. activation, % at 16.7 µM;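 active = activation above the mean of all tested compounds plus 3 SD, cut at about 9.5% in these data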;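 also: cells exposed to compounds for one day before reading; 0% = median of all test compound wells on the plate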
Starred values were filed as active, the others as inactive. These rows are one share of the data; rates above refer to the full screens.

SMILES | TTR transcr act
CCOc1ccccc1OCc1nn2c(COc3ccccc3)nnc2s1 | 5.2
CC(O)C(=O)N/N=C/c1cccc(Cl)c1Cl (stereo not drawn) | -1.6
S=C(Nc1cc(Cl)ccc1Cl)Nn1cnnc1 | 0.6
CC(C)(C)c1ccc2c(c1)OC(C(=O)N/N=C/c1ccc[nH]1)CO2 (stereo not drawn) | 3.3
COC(=O)c1ccc[n+](CC(=O)c2ccc(Br)cc2)c1 | 2.6
Cc1cc2oc(=O)cc(CN3CCCC3)c2cc1Cl | 1.4
CCCCOc1cccc(NC(=O)CSc2nccn2C)c1 | 0.3
CC1(C)C(c2ccccc2)=NC(c2ccccc2)N1O (stereo not drawn) | -4.6
O=CNc1cc2c(cc1Br)-c1ccccc1C2O (stereo not drawn) | -1.2
O=C(NCc1ccncc1)C(=O)Nc1nc2ccccc2s1 | 0.6
COc1ccc(-c2ccc(CN3C(CC(C)C)C(=O)N(Cc4cn(Cc5ccco5)nn4)CCS3(=O)=O)cc2)cc1OC (stereo not drawn) | 1.1
O=C(COC(=O)C1=COCCO1)Nc1cc(S(=O)(=O)N2CCCCC2)ccc1Cl | -1.1

Looked up one by one from above, 4 records:
SMILES | TTR transcr act
O=C(COC(=O)C1=COCCO1)Nc1cc(S(=O)(=O)N2CCCCC2)ccc1Cl | -1.1
O=CNc1cc2c(cc1Br)-c1ccccc1C2O (stereo not drawn) | -1.2
CC(O)C(=O)N/N=C/c1cccc(Cl)c1Cl (stereo not drawn) | -1.6
COc1ccc(-c2ccc(CN3C(CC(C)C)C(=O)N(Cc4cn(Cc5ccco5)nn4)CCS3(=O)=O)cc2)cc1OC (stereo not drawn) | 1.1

Some of the entries above in another layout.
CC(O)C(=O)N/N=C/c1cccc(Cl)c1Cl (stereo not drawn)
  TTR transcr act: -1.6

CC1(C)C(c2ccccc2)=NC(c2ccccc2)N1O (stereo not drawn)
  TTR transcr act: -4.6

O=C(NCc1ccncc1)C(=O)Nc1nc2ccccc2s1
  TTR transcr act: 0.6

COc1ccc(-c2ccc(CN3C(CC(C)C)C(=O)N(Cc4cn(Cc5ccco5)nn4)CCS3(=O)=O)cc2)cc1OC (stereo not drawn)
  TTR transcr act: 1.1

Remaining list, next part:
SMILES | TTR transcr act
CCN(Cc1ccccc1)C(=O)COC(=O)[C@@H]1CCCN1C(=O)c1cccs1 | 0.2
CC(Oc1ccc(Cl)cc1Cl)C(=O)/C=C/N(C)C (stereo not drawn) | 1.2
Cc1ccc(-n2c([C@@H]3C[C@H]3c3ccccc3)n[nH]c2=S)cc1 | -0.3
Brc1cccc(/C=N/Nc2nn[nH]n2)c1 | -0.6
CSCCC(NC(N)=O)C(=O)N(C)CC(=O)Nc1cc(C)ccc1C (stereo not drawn) | 4.5
CC(C)COC(=O)NCC12C=CC(O1)C1C(=O)N(c3ccc(Cl)cc3)C(=O)C12 (stereo not drawn) | 9.4
O=C(OCC(=O)N1CCOCC1)c1cc(-c2ccccc2)nc2ccccc12 | 6.0
COc1nc(OCCNS(=O)(=O)c2ccc(C)cc2)nc(N(C)C)n1 | 2.1
COc1ccc(C2CC(c3ccccc3)=NN2C(=O)CN2N=NC3C(=O)N(c4cccc(F)c4)C(=O)C32)cc1 (stereo not drawn) | 0.9
COc1ccc(C(=O)N2CCN=C2SC)cc1OC | -2.2
Cc1cc(Cl)ccc1OCC(=O)NNC(=O)C1CCCO1 (stereo not drawn) | 2.3
Cc1ccnn1-c1ccc(C(=O)NCc2ccccc2CN2CCOCC2)cc1 | -0.5

4 entries out of the list above, sorted by the value under TTR transcr act, highest first:
SMILES | TTR transcr act
COc1nc(OCCNS(=O)(=O)c2ccc(C)cc2)nc(N(C)C)n1 | 2.1
CC(Oc1ccc(Cl)cc1Cl)C(=O)/C=C/N(C)C (stereo not drawn) | 1.2
Cc1ccc(-n2c([C@@H]3C[C@H]3c3ccccc3)n[nH]c2=S)cc1 | -0.3
Cc1ccnn1-c1ccc(C(=O)NCc2ccccc2CN2CCOCC2)cc1 | -0.5

(more compounds)
SMILES | TTR transcr act
Oc1ccccc1N1CCN(c2ncnc3sc(-c4ccccc4)cc23)CC1 | -1.2
NC(=O)C1CCN(CCS(=O)(=O)c2ccc(Cl)cc2)CC1 | 1.6
CC(C)(C)c1ccc(C(=S)N2CCN(c3ccccc3)CC2)cc1 | -0.1
CC(C)(C)C1CCC(=O)N(CCSc2ccccc2)CC1 (stereo not drawn) | 2.1
CC1=NN(C(=O)Cn2nc([N+](=O)[O-])c(Br)c2C)C(O)(C(F)(F)F)C1 (stereo not drawn) | -0.2
Nc1c(Cl)cc(C2=NCCn3c2c2ccc(C(F)(F)F)cc2[n+]3[O-])cc1Cl | -0.6
CC(=O)c1c(N2CCN(C)CC2)nc(=S)n(-c2cc(C)ccc2C)c1C | 4.3
CN(C(=O)c1cccc(NC(=O)Cc2ccc(NC(=O)C3CCCN(C(=O)C4CC4)C3)cc2)c1)C1CCC1 (stereo not drawn) | 7.9
O=C(Cc1ccc(NC(=O)C2CCCN(C(=O)C3CCCCC3)C2)cc1)Nc1cccc(C(=O)N2CCCC2)c1 (stereo not drawn) | 0.5
Nc1c(N(CCC2=CCCCC2)C(=O)COc2ccc([N+](=O)[O-])cc2)c(=O)[nH]c(=O)n1Cc1ccccc1 | -0.1
CN(C)S(=O)(=O)c1cccc(C(=O)OCC(=O)NCc2ccc3c(c2)OCO3)c1 | -0.5
CC1CCc2[nH]c3ccc(C(=O)N(C)CC(=O)Nc4ccc(F)cc4)cc3c2C1 (stereo not drawn) | -0.7
CC(C)CNC(=O)OCc1cn(Cc2ccccc2)nn1 | 1.8
Cc1ccc(S(=O)(=O)N2CC3CCCC2C3)cc1 (stereo not drawn) | 0.1
CN(CCc1ccccn1)C(=O)CCNC(=O)Cn1cnc2ccccc2c1=O | 1.1
O=C1CN(C(=O)COc2c(F)c(F)cc(F)c2F)c2ccccc2N1 | -0.7
O=C(/C=C/c1ccc(Cl)cc1)Nc1ccc(N2CCOCC2)cc1 | -1.9
COC(=O)C1C2CCC(C2)C1C(=O)OCC(=O)c1ccccc1 (stereo not drawn) | 0.2
Cc1cccc(-c2noc(-c3ccoc3C)n2)c1 | 3.4
CCC(C)Nc1nc(N)c([N+](=O)[O-])c(NCCO)n1 (stereo not drawn) | 0.7
O=C(CCCNC(=O)c1ccc(Cl)cc1)Nc1ncccc1O | 2.4
CCC(C)(C)n1nnnc1C(c1ccc(C)cc1)N1CCN(Cc2ccc3c(c2)OCO3)CC1 (stereo not drawn) | -2.3
CCC1=C(NCc2ccccc2)COC1=O | -1.6
OCC[C@@H]1C[C@H](O)[C@@H](O)[C@@]2(OCc3ccc(CO)cc32)O1 | -1.2
O=C(COC(=O)c1ccc(O)cc1)NCCCc1ccccc1 | -1.4
Cc1ccc(SC(C)C(=O)N2CCCC2)cc1 (stereo not drawn) | -1.0
COC(=O)C1CN(CCc2ccccc2)CCS(=O)(=O)N1Cc1cccc(Cl)c1 (stereo not drawn) | -0.2
COc1ccc(C)cc1NC(=O)c1cc(C2CC2)nc2c1c(C)nn2C1CCS(=O)(=O)C1 (stereo not drawn) | 0.3
COc1ccc(NC(=O)NC(=O)c2cc(OCC(F)(F)F)ccc2OCC(F)(F)F)cc1 | 2.3
COc1cccc2cc(C(=O)NCc3ccccc3Br)c(=O)oc12 | -0.9
CC(C)(C)c1cccc(Cn2nnc3ccccc32)c1O | -1.7
OC(COc1ccc(OCC(O)CN2CCN(Cc3ccccc3)CC2)cc1)CN1CCN(Cc2ccccc2)CC1 (stereo not drawn) | -1.3
CC(OC(=O)Cc1n[nH]c(=O)c2ccccc12)C(=O)Nc1ccc(F)cc1 (stereo not drawn) | 0.4
CCCCC1(Cc2ccc([N+](=O)[O-])cc2)C(=O)N(c2ccccc2)N(c2ccccc2)C1=O | -4.5
CN(C)C(=O)CSc1n[nH]c(-c2ccco2)n1 | -0.3
CC(C)Oc1cc(O)c2c(=O)c(-c3ccc(O)cc3)coc2c1 | -1.0
CCOC(=O)Cn1c(C)[n+](C)c2cc(Cl)c(Cl)cc21 | -0.5
Cc1cc(NC(=O)Cc2ccccc2[N+](=O)[O-])no1 | -0.5
Cc1ccc(-n2c(SCc3cn4ccsc4n3)nc3ccccc3c2=O)cc1 | -3.2
COc1ccc2oc(-c3ccc(NC(=O)c4ccc(N5CCOCC5)c([N+](=O)[O-])c4)cc3)nc2c1 | -1.7
Cc1cc(C)nc(N/N=C/c2cccc(Cl)c2)n1 | -1.3
Cc1ccc(NC(=O)Cc2ccsc2)cc1S(=O)(=O)N1CCOCC1 | -1.6
COc1ccc(-c2nnc(SCC(=O)c3ccc(C)o3)o2)cc1 | 5.0
CN(CCCNC(=O)c1cccc(N2CCCC2=O)c1)c1ccccc1 | -4.2
CCCCNC(=S)N/N=C1\CCCCc2ccccc21 | 0.1
Cc1csc(NC(=O)CCNS(=O)(=O)c2ccc3c(c2)c(=O)n(C)c(=O)n3C)n1 | 3.7
CCN1CCN(C(=O)/C(C#N)=C/c2ccc(OC(F)F)cc2)CC1 | 0.6
COc1ccc(NC(=O)C(NC(C)=O)C(=O)NCc2ccc(F)cc2)cc1 (stereo not drawn) | 4.8
CC1CNC(=S)N(c2ccc(F)cc2)C1=O (stereo not drawn) | -0.6
CN1OC[C@@H]2CN(C(=O)NC3CCCCC3)[C@H](c3ccc(N4CCCCC4)cc3)C[C@@H]21 | 0.7
CC(=O)CSc1nc(C(F)(F)F)cc(=O)n1-c1ccccc1 | -1.2
O=C(NCc1ccc2c(c1)OCO2)c1c(Cl)cccc1Cl | -0.2
O=C(c1ccccc1)C1C(c2ccccc2)C1[N+](=O)[O-] (stereo not drawn) | -0.9
CCc1ccc(NC(=S)N2CCN(c3cccc(C(F)(F)F)c3)CC2)cc1 | 1.0
Cc1ccc(-c2nn(-c3ccccc3)cc2CN(Cc2ccccc2)C(=O)c2ccco2)o1 | -4.1
OC1CCC(Nc2ncnc3sccc23)CC1 (stereo not drawn) | 0.5
O=C(NNC1=NS(=O)(=O)c2ccccc21)c1ccccc1 | 6.5
COc1cc(-c2nnc3sc(Cc4ccccc4)nn23)cc(OC)c1OC | -3.6
Cc1ccc(C(=O)N=c2sccn2C)o1 | 0.8
O=C(NCc1cccnc1)c1cc(Sc2ccc(F)cc2F)nc2ccccc12 | -4.7
Going on with the list:
SMILES | TTR transcr act
C=CCC1(O)CC(c2ccco2)NC(c2ccco2)C1CCC (stereo not drawn) | -1.3
COc1ccc(N2CC(C(=O)OCC(=O)c3cccc(OC)c3)CC2=O)cc1 (stereo not drawn) | -1.3
CC(C)NC(=O)C1C(c2ccc(C(F)(F)F)cc2)=Nc2ccccc2N1C(=O)c1ccco1 (stereo not drawn) | -0.3
Cc1ccc(S(=O)(=O)N(C)Cc2ccc(C(=O)N/N=C/c3ccc(OC(F)F)cc3OC(F)F)cc2)cc1 | -4.8
Cc1csc(SCC(=O)NCc2ccccc2)n1 | 4.8
CC(Sc1ccc2nnc(-c3ccc(F)cc3)n2n1)C(=O)O (stereo not drawn) | 0.9
Nc1nnc(SCc2nc3scc(-c4ccccc4)c3c(=O)[nH]2)s1 | -2.1
COc1ccc(CNCc2cccn2C)cc1 | 1.6
Cc1cc(C)cc(NC(=O)CCN2CCOCC2)c1 | -1.1
COc1ccc(CCNC(=O)CCCC(=O)n2nc(C)c3ccccc32)cc1OC | 4.5
COc1ccc(OC)c(C2=NOC(C(=O)Nc3ccccc3SC)C2)c1 (stereo not drawn) | 0.1
O=C(N/N=C/c1cc(Br)c(Br)o1)C(O)c1ccccc1 (stereo not drawn) | -1.6
S=C(NC1CCCCC1)N1CCc2ccccc2C1 | -0.4
COCCNC(C)C(=O)C12CC3CC(CC(C3)C1)C2 (stereo not drawn) | -1.1
CCOCC(=O)Nc1ccccc1C(=O)O | -0.8
CC1=Nc2ccccc2/C1=C/c1sc(=S)n(-c2cccc(C(=O)O)c2)c1O | -0.1
CC(C)(C)NC(=O)CCCSc1nc2ccccc2s1 | -1.3
Cc1ccc(N2CCN(c3ncccc3[N+](=O)[O-])CC2)c(C)c1 | 1.7
CC(C)C(=O)NC(=S)/C=C1/N(C)c2ccccc2C1(C)C | 4.8
CC1CCN(CC(O)Cn2c3ccccc3c3ccccc32)CC1 (stereo not drawn) | 0.1
COc1ccc(S(=O)(=O)N2CCN(c3ccccc3OC)CC2)cc1C(=O)N1CCCCC1 | -1.5
CCCOc1ccc(/C(O)=C2/C(=O)C(=O)N(CCCn3ccnc3)C2c2cccnc2)cc1 (stereo not drawn) | 0.9
CCCCCCCOC(=O)c1nc(Cl)c(Cl)c(N)c1Cl | 6.4
Cc1ccc(NC(=O)c2cc(N3C(=O)CCC3=O)ccc2N2CCCCC2)cc1 | 4.5
O=C(Nc1ccc(O)cc1)/C(=C/c1ccco1)NC(=O)c1ccccc1 | -1.5
O/N=C/c1nc2cc(Cl)ccc2o1 | -0.5
CCCN(CC(=O)Nc1ccccc1OC)Cc1c(O)ccc2ccccc12 | -2.5
CCOc1ccc(C(=O)Nc2ccc(N3CCN(C)CC3)cc2)cc1[N+](=O)[O-] | -0.3
O=C(NC1CCCCC1)C1CCC(=O)N(C2CC2)C1 (stereo not drawn) | 0.3
COc1ccc(CCCC(=O)Nc2ccccc2F)cc1 | 2.8
N#Cc1nc(-c2ccc(F)cc2)oc1NCc1cccc2c1OCO2 | 1.2
CCOC(=O)c1c(C)c2c(n1C)CCC/C2=N\O | -0.9
Cn1c(=O)n(C)c2cc(S(=O)(=O)N3CCOCC3)ccc21 | 4.8
Cc1cc(C)c(C(=O)Nc2ccc(Br)c(C(F)(F)F)c2)c(C)c1 | -1.0
Cc1ccc(C(=O)Nc2c(-c3ccc(Cl)cc3)[nH][nH]c2=O)cc1 | -0.4
CCc1ccc(Nc2nc(C)cc(C)c2C(N)=O)cc1 | 0.9
Cc1ccc(CN2CCN(Cc3cn[nH]c3-c3cccc(F)c3)CC2CCO)o1 (stereo not drawn) | -1.1
CC(C)(C)c1ccc(-c2nnc3sc(-c4ccncc4)nn23)cc1 | 1.4
O=C(Nc1ccccc1C(F)(F)F)c1cc(S(=O)(=O)N2CCOCC2)ccc1F | -0.2

Bioassay records from PubChem.
